# Bioassay records as filed in PubChem BioAssay.
# All columns: NCI-60 one-dose screen, growth in % after 48 h at 10 µM unless noted; 100 = growth as untreated, 0 = no growth, -100 = all killed.
# NCI-H23 = NCI-H23 lung cancer | 4% of 80,000 active
# NCI-H460 = NCI-H460 lung cancer; AID 1794736; 6.8% of 82,000 active
# NCI-H322M = NCI-H322M lung cancer; 2.7% of 80,000 active; AID 1794733
# IGROV1 = IGROV1 ovarian cancer | 4.7% of 79,000 active | AID 1794786
# NCI-H522 = NCI-H522 lung cancer; AID 1794739; 8% of 78,000 active
# SK-OV-3 = SK-OV-3 ovarian cancer cells. 3.2% of 80,000 active. AID 1794785
# COLO 205 = COLO 205 colon cancer. 7.3% of 79,000 active
# NCI-H226 = NCI-H226 lung cancer. 3.5% of 79,000 active
# NCI/ADR-RES = NCI/ADR-RES ovarian cells | 4.4% of 81,000 active
# Active calls of the source: *; . = no result given; & = joins results of further samples. The calls were made as follows: active = growth percent below 10; inactive = the rest.
smiles	NCI-H23	NCI-H460	NCI-H322M	IGROV1	NCI-H522	SK-OV-3	COLO 205	NCI-H226	NCI/ADR-RES
C#C[C@]1(O)CC[C@H]2[C@@H]3CC=C4c5sc(Nc6ccc(N(C)C)cc6)nc5CC[C@]4(C)[C@H]3CC[C@@]21C	.	7.4*	42	10.0*	-57*	-40*	-29*	-43*	9.7*
Cc1cc(O)c(Cl)cc1O	99	100	104	109	70	99	111	94	101
CCCCCC(O)C(C)(C)C (centres undefined)	98	108	104	102	117	98	111	105	106
CC#C[C@]1(O)CC[C@H]2[C@@H]3CCC4=CC(=O)CCC4=C3[C@@H](c3ccc4c(c3)OCO4)C[C@@]21C	83	90	90	86	62	88	101	85	77
Cc1[nH]c(=S)[nH]c(=O)c1Cc1c(O)ccc2ccccc12	96	90	101	100	102	89	102	109	99
C=CC(=O)NCCCCCCNC(=O)C=C	104	111	106	104	81	108	116	103	98
Cc1c(C(N)=O)sc2nc(-n3nc(-c4ccc(Cl)cc4)cc3N)n(Cc3ccccc3)c(=O)c12	91	108	96	81	95	93	88	94	97
CC(C)CC(=O)CCCc1ccccn1	98	103	112	115	95	113	108	91	106
N#Cc1c(-c2ccc(Cl)cc2)nc(SCc2ccc([N+](=O)[O-])cc2)nc1N1CCNCC1	.	-67*	41	-1.8*	64	111	-82*	85	8.7*
Cc1ccc(Nc2nc3n[nH]c(Nc4cccc(Cl)c4)c3c(=O)[nH]2)cc1	94	99	108	107	95	79	97	72	101
Cc1cccc(C)c1NC(=O)CN(CC(C)C)CC(O)COc1ccccc1 (centres undefined)	86	111	98	94	82	90	100	95	87
Cc1nc2nc(SCC(=O)O)[nH]c2c(=O)[nH]1	99	104	105	101	79	103	109	101	105
CNC(=S)Nc1ccc(S(=O)(=O)Nc2ccc(Cl)nn2)cc1	107	106	133	116	95	103	104	98	106
O=c1oc2ccc3ccccc3c2cc1-c1cc(-c2ccc(-c3cc(-c4cc5c(ccc6ccccc65)oc4=O)nc(-c4cc5c(ccc6ccccc65)oc4=O)c3)cc2)cc(-c2cc3c(ccc4ccccc43)oc2=O)n1	98	106	105	104	95	102	120	101	101
C=C1CCC(C(C)C)C2C1C1CC(C)(O)C3CCC(C)(O3)C2O1 (centres undefined)	97	102	106	115	99	92	121	92	109
C#CCn1c(CO)ccc1CNc1ccccc1OC	111	121	105	113	102	110	127	110	118
CCC(=O)Oc1c(Cl)cc(Cl)cc1-c1ccccc1	102	97	112	113	94	118	128	102	103
Cc1cc(Nc2ccc(OCc3ccccc3)cc2)nc2cc(O)ccc12	55	47	76	60	53	87	22	.	76
CNc1nc2c(s1)C(c1ccc(F)cc1Cl)CC(=O)N2 (centres undefined)	96	102	97	92	79	85	104	86	97
Cn1c(=S)sc2ccc3ccccc3c21	99	112	118	122	95	100	103	96	101
COC(=O)NNc1ccc([N+](=O)[O-])cc1	101	101	98	102	66	76	99	95	104
CNC(=O)c1cc(Oc2ccc3nc(NC(=O)Nc4cc(C(F)(F)F)cc(C(F)(F)F)c4)sc3c2)ccn1	-68*	-57*	-47*	-49*	-72*	-58*	.	-14*	-38*
Cc1ccc(C(=O)/C=C/c2cn(Cc3ccc(Cl)cc3)c3ccccc23)cc1	99	92	91	95	75	100	117	91	93
CC(C(=O)O)c1nc(-c2ccc([N+](=O)[O-])cc2)nn1-c1nc2ccccc2[nH]c1=O (centres undefined)	.	103	98	88	101	109	122	92	97
COC1=CC(c2ccc[nH]2)=N/C1=C\c1[nH]c(C)c(C(=O)CCCCC(=O)OCC2OC(O)C(O)C(O)C2O)c1C (centres undefined)	93	107	93	99	68	105	102	96	99
COc1cc(NC(=O)Nc2cnc(Nc3ccc(N4CCOCC4)cc3)nc2Oc2ccc(C)cc2OC)cc(OC)c1	86	81	93	117	57	130	99	84	75
Cc1cccc(N=Cc2ccccc2O)c1C	95	114	.	115	114	108	106	104	101
O=C1NC(=O)C(=Cc2ccc3c(c2)Cc2ccccc2-3)C(=O)N1	106	107	105	104	95	120	111	103	112
O=C1Nc2ccc(Cl)cc2/C1=C/c1c[nH]c2ccc(F)cc12	68	64	60	79	63	77	98	77	66
COc1ccc(S(=O)(=O)NCCCNc2nccc(-n3ccc4cccnc43)n2)cc1	102	99	88	103	84	119	113	90	91
COc1cc(Cn2c(SCCC(=O)NCc3ccc(S(N)(=O)=O)cc3)nc3ccccc3c2=O)cc(OC)c1OC	94	81	91	99	38	58	95	61	104
CC(=O)OC(CCc1ccc(Cl)cc1)c1ccccc1 (centres undefined)	109	110	105	97	89	112	114	114	105
CN(C)c1ccc(-c2cc(-c3ccc(Cl)cc3)nc3nc4ccccc4n23)cc1	99	98	98	103	85	110	113	99	95
Cc1cc(=O)c2ccccc2[nH]1	112	117	109	147	109	102	111	95	114
O=c1c(-c2nc3ccccc3[nH]2)cc2ccccc2n1Cc1cn(Cc2cccc(Cl)c2)nn1	89	89	96	76	77	.	111	.	94
CN(C)c1ccc2cc3c(cc2c1)Oc1ccccc1N3.[Cl][Zn][Cl]	79	97	85	79	-7.2*	106	19	91	86
Cn1cc(-c2nc3c(F)cc4[nH]ncc4c3c3c2CCCC3)c(C(F)F)n1	67	62	66	52	27	37	89	62	78
C=CCN1C(=O)CS/C1=N\Nc1cc(=O)[nH]c2ccc(C)cc12	98	100	97	99	94	99	106	101	102
N#Cc1c(-c2ccccc2F)cc(-c2cccnc2)[nH]c1=O	105	110	105	107	96	115	119	102	108
O=[N+]([O-])c1ccccc1CCc1ccccc1[N+](=O)[O-]	98	108	107	123	.	98	117	86	109
N#CCCN1CCC(N)=NC1=NC#N	107	106	102	105	.	109	109	101	101
N#Cc1cccc(-c2nc(N)nc(Nc3ccccc3SSc3ccccc3Nc3nc(N)nc(-c4cccc(C#N)c4)n3)n2)c1	72	91	101	71	.	131	116	90	83
O=C(/C=C/c1ccco1)N1CCOCC1	108	111	102	111	79	112	115	118	106
C=C(C=O)[C@@H]1CC[C@]2(C)[C@H](C(=O)C=C3[C@H]4C[C@](C)(C(=O)OC)CC[C@]4(C)CC[C@]32C)[C@@]1(C)CCC#N	4.9*	32	109	2.6*	52	102	86	-54*	-24*
CN(C)S(=O)(=O)N1C(=O)c2ccccc2C1=O	96	100	103	107	93	94	103	93	99
CCN(CC)c1cccc(OC(=O)Nc2ccc(OC)cc2)c1	100	103	106	100	93	102	113	100	98
COc1ccc2nccc(Cl)c2c1	98	109	97	105	91	111	105	85	104
O=C1OC(C(O)C(O)C(O)CO)C(O)C1O (centres undefined)	97	99	106	110	99	109	113	84	102
CC(C)c1ccc(S(=O)(=O)Nc2sc3c(c2C#N)CCC(=O)C3)cc1	105	104	100	105	53	124	119	97	105
c1ccc2c3c([nH]c2c1)C(c1ccc(C2NCCc4c2[nH]c2ccccc42)cc1)NCC3 (centres undefined)	72	-72*	-1.5*	26	-72*	49	-81*	77	63

# 5 consecutive compounds out of the list so far, for reference:
smiles	NCI-H23	NCI-H460	NCI-H322M	IGROV1	NCI-H522	SK-OV-3	COLO 205	NCI-H226	NCI/ADR-RES
CCN(CC)c1cccc(OC(=O)Nc2ccc(OC)cc2)c1	100	103	106	100	93	102	113	100	98
COc1ccc2nccc(Cl)c2c1	98	109	97	105	91	111	105	85	104
O=C1OC(C(O)C(O)C(O)CO)C(O)C1O (centres undefined)	97	99	106	110	99	109	113	84	102
CC(C)c1ccc(S(=O)(=O)Nc2sc3c(c2C#N)CCC(=O)C3)cc1	105	104	100	105	53	124	119	97	105
c1ccc2c3c([nH]c2c1)C(c1ccc(C2NCCc4c2[nH]c2ccccc42)cc1)NCC3 (centres undefined)	72	-72*	-1.5*	26	-72*	49	-81*	77	63

# Continued:
smiles	NCI-H23	NCI-H460	NCI-H322M	IGROV1	NCI-H522	SK-OV-3	COLO 205	NCI-H226	NCI/ADR-RES
CCC(=O)C(c1ccc(N(C)C)cc1)c1ccc(N(C)C)cc1	92	109	.	93	73	85	107	101	90
O=C1C2=C(CCN(Cc3ccccc3)C2)N2CCN=C2N1Cc1cccs1	99	103	102	102	79	101	.	100	88
Cc1cc2nnc(-c3ccc(Cl)cc3)n2c(SCc2ccccc2)n1	96	98	83	89	78	80	103	79	98
C=CS(=O)(=O)c1ccccc1	102	107	101	108	102	100	113	96	102
c1ccc2[nH]ncc2c1	96&98	112&109	98&104	113&105	91&89	103&104	112&117	99&103	97&104
O=C1c2ccccc2C(=O)N1CO	104&94&105	106&109&109	108&106&102	91&108&112	94&104&111	105&107&113	120&113&128	100&99&103	109&111&96
CN(C)C(=O)C(=O)C1C=Cc2ccccc21 (centres undefined)	99	107	107	108	102	126	115	98	109
CCOCCC(CC)CC(C)C (centres undefined)	105	119	99	99	94	114	119	97	108
COc1ccc(-c2cc(-c3nc4ccccc4[nH]3)[nH]n2)cc1	95	52	63	69	67	62	87	92	90
Oc1c(C(c2ccc(F)cc2)N2CCCCC2)ccc2cncnc12 (centres undefined)	16	4.4*	19	9.6*	4.3*	-15*	-30*	0.0*	20
COc1c(O)cc(C=O)cc1[N+](=O)[O-]	109	96	103	114	100	98	107	85	109
Cc1nn(-c2ccccc2)c(-n2ccnc2)c1/C=N/Nc1nc(-c2ccc(Br)cc2)cs1	57	79	94	97	68	88	69	47	77
CC1=C(C(=O)O)N2C(=O)[C@@H](NC(=O)C(N)c3ccccc3)[C@H]2SC1 (some centres undefined)	107	112	102	108	98	104	112	92	108
COc1ccc(-n2c(/C=C3\C(=O)Nc4ccccc43)ccc2COCC2CO2)cc1 (centres undefined)	106	114	108	109	94	113	123	108	100
CCOC(=O)c1csc(NC(=O)c2ccc(NC3CCCCC3)c([N+](=O)[O-])c2)n1	82	101	96	67	93	86	96	54	93
CC(=O)O[C@H]1C[C@@]2(C)[C@@H](C[C@@H](O)[C@H]3[C@@]4(C)CC[C@H](NCCCNCCCCN)[C@@H](C)[C@@H]4CC[C@@]32C)/C1=C(\CCC=C(C)C)C(=O)O	99	87	100	97	102	.	104	.	103
COc1ccc(-c2ccc(NC(=O)Nc3ccccc3)c(C)n2)cc1OC	94	106	96	105	67	90	114	97	95
O=C1CC(C(F)(F)F)Cc2nc3ccc(F)cc3cc21 (centres undefined)	104	106	87	93	.	95	106	103	104
Brc1ccc(-c2nnc(N3c4ccccc4C=Cc4ccccc43)o2)cc1	96	37	91	78	74	103	85	72	77
Cc1ccc2c(n1)C(=O)C(Br)=C(CC(C)C)C2=O	99	105	97	82	68	101	78	97	98
CCOC(=O)C1=C(C)NC(SCc2nc(C)c(C)nc2C)N=C1c1ccc(F)cc1 (centres undefined)	99	101	107	104	81	112	116	100	99
Cc1ccc2nc(-c3ccc(-c4nnc(SCC(=O)Nc5ccc(C(=O)/C=C/c6ccc(Cl)cc6)cc5)o4)cc3)[nH]c2c1	105	115	102	84	94	107	112	105	107
CC(=O)N(C)C1CCc2c(sc(NC(=O)c3ccc(C(C)(C)C)cc3)c2C(N)=O)C1 (centres undefined)	85	11	79	100	70	108	103	47	80
Cc1c(/C=N/NC(N)=S)c(=O)n(-c2ccccc2)n1C	99	106	100	99	80	91	.	110	102
Nc1ccc(-c2ccc(S(=O)(=O)O)cc2)cc1	101	111	111	110	89	106	106	110	105
S=c1oc(-c2cc(Cl)cc(Cl)c2Cl)nn1CNc1ccc(Cl)nn1	92	117	113	91	87	102	125	108	106
Cc1[nH]c(=O)[nH]c(=O)c1[N+](=O)[O-]	107	111	131	166	140	115	113	112	107
CCSc1nnc2c3cc(Cl)ccc3n(C)c2n1	.	95	106	103	98	99	112	86	102
CCOC(=O)c1cc2c(n1Cc1cc(OC)cc(OC)c1)-c1oncc1CCC2	24	6.9*	28	-38*	-19*	-0.3*	-55*	.	7.0*
Cc1nc(N2CCCCC2)[nH]c(=O)c1CN(C)N=O	109	103	106	108	87	97	114	.	108
COc1ccc(C2CC(c3ccc(Nc4nc(Nc5ccc(F)cc5)nc(Nc5ccc(Cl)cc5)n4)cc3)=NN2C(C)=O)cc1 (centres undefined)	92	102	123	40	58	107	96	98	85
CCC(Cc1ccccc1)OC(=O)c1ccccc1C(=O)O (centres undefined)	108&102	109&110	102&103	100&104	98&99	99&98	112&119	102&98	107&101
Cc1cnc(C2OCCO2)c2cccc(N)c12	101	103	110	100	97	100	110	88	.
CCN(CC)CCCNc1nccc2ccc(OC)cc12	91	107	108	108	91	100	94	89	99
O=C1Nc2ccc(F)cc2/C1=C/c1ccc(OCc2ccc(Br)cc2F)cc1	63	41	78	95	68	95	79	35	56
C=CCOC(CCl)CCl	101	110	89	102	.	104	112	100	104
COc1ccc2oc(=O)cc(-c3cc(-c4ccccc4)nc(N)c3C#N)c2c1	93	102	85	90	83	86	104	79	92

# Gathered by group, those above containing a CF3 group (two)
smiles	NCI-H23	NCI-H460	NCI-H322M	IGROV1	NCI-H522	SK-OV-3	COLO 205	NCI-H226	NCI/ADR-RES
CNC(=O)c1cc(Oc2ccc3nc(NC(=O)Nc4cc(C(F)(F)F)cc(C(F)(F)F)c4)sc3c2)ccn1	-68*	-57*	-47*	-49*	-72*	-58*	.	-14*	-38*
O=C1CC(C(F)(F)F)Cc2nc3ccc(F)cc3cc21 (centres undefined)	104	106	87	93	.	95	106	103	104
